Growth percent in the NCI-60 one-dose screen (48 h, 10 µM unless noted): 100 = growth as untreated, 0 = no growth, -100 = all killed.
OVCAR-3: OVCAR-3 ovarian cancer; actives 7% (n = 79,000)
NCI-H522: NCI-H522 lung cancer. actives 8% (n = 78,000). AID 1794739
OVCAR-8: OVCAR-8 ovarian cancer. actives 4.4% (n = 81,000)
OVCAR-4: OVCAR-4 ovarian cancer cells. AID 1794784. actives 3.7% (n = 80,000)
SK-OV-3: SK-OV-3 ovarian cancer cells; actives 3.2% (n = 80,000)
IGROV1: IGROV1 ovarian cancer. actives 4.7% (n = 79,000)
NCI-H23: NCI-H23 lung cancer | actives 4% (n = 80,000)
NCI/ADR-RES: NCI/ADR-RES ovarian cells | AID 1794790 | actives 4.4% (n = 81,000)
OVCAR-5: OVCAR-5 ovarian cancer. AID 1794783. actives 2.9% (n = 82,000)
* = called active by the depositor. The calls were made as follows: active = growth percent below 10; inactive = the rest.

Results for COC(=O)c1nn2c(c1C(=O)OC)CC(c1ccccc1)N(S(=O)(=O)c1ccccc1)C2 (centres undefined) ?
OVCAR-3: 131.6; NCI-H522: 87.6; OVCAR-8: 102.7; OVCAR-4: 99.1; SK-OV-3: 96.0; IGROV1: 65.3; NCI-H23: 97.3; NCI/ADR-RES: 96.4; OVCAR-5: 98.7

What do the screens show for `COC(=O)C1(CS(C)(=O)=O)NC(=S)NC(=O)C1C#N` (centres undefined)?
OVCAR-3: 106.3; NCI-H522: 98.0; OVCAR-8: 102.5; OVCAR-4: 102.6; SK-OV-3: 104.0; IGROV1: 111.7; NCI-H23: 101.0; NCI/ADR-RES: 102.2; OVCAR-5: 108.6

What do the screens show for `O=C(NNC(=S)Nc1ccc([N+](=O)[O-])cc1)c1ccc(NC(=O)c2ccccn2)cc1`?
OVCAR-3: 95.6; NCI-H522: 89.4; OVCAR-8: 99.0; OVCAR-4: 90.7; SK-OV-3: 102.0; IGROV1: 89.0; NCI-H23: 96.2; NCI/ADR-RES: 106.4; OVCAR-5: 111.1

What do the screens show for `O=S(=O)(NCCCNc1cc(-c2c(-c3cccc(O)c3)nc3sccn23)ccn1)c1c(Cl)cccc1Cl`?
OVCAR-3: 50.1; NCI-H522: 67.9; OVCAR-8: 32.0; OVCAR-4: 51.7; SK-OV-3: 77.3; IGROV1: 55.1; NCI-H23: 69.2; NCI/ADR-RES: 77.6; OVCAR-5: 106.5

How did CCCCOc1nc2ccc(C)cc2cc1/C=C/C(=O)/C=C1/CC(c2cc3cc(C)ccc3nc2OCCCC)Nc2ccccc2N1 (centres undefined) do in these assays?
OVCAR-3: 105.7; NCI-H522: 97.4; OVCAR-8: 101.6; OVCAR-4: 110.8; SK-OV-3: 93.3; IGROV1: 80.7; NCI-H23: 96.9; NCI/ADR-RES: 105.7; OVCAR-5: 106.3

Results for COP(C)(=O)/C(Cc1ccccc1)=N\O (centres undefined) ?
OVCAR-3: 112.2; NCI-H522: 80.9; OVCAR-8: 106.3; OVCAR-4: 99.4; SK-OV-3: 105.4; IGROV1: 103.3; NCI-H23: 104.9; NCI/ADR-RES: 100.1; OVCAR-5: 104.6

What do the screens show for `CCCCCc1ccc(S(=O)(=O)Nc2cc(-c3csc(NC(=O)CN4CCN(CCO)CC4)n3)ccc2OC)cc1`?
OVCAR-3: 13.3; NCI-H522: 45.7; OVCAR-8: 82.1; OVCAR-4: 72.5; SK-OV-3: 78.0; IGROV1: 48.9; NCI-H23: 71.3; NCI/ADR-RES: 88.4; OVCAR-5: 86.1

What do the screens show for `O=C(Nc1ccc(O)c([N+](=O)[O-])c1)Nc1ccc(O)c([N+](=O)[O-])c1`?
OVCAR-3: 75.3; NCI-H522: 79.0; OVCAR-8: 93.8; OVCAR-4: 83.7; SK-OV-3: 137.8; IGROV1: 87.7; NCI-H23: 71.3; NCI/ADR-RES: 89.0; OVCAR-5: 100.9

Results for Nc1c(C(=O)Nc2ccc(C(F)(F)F)cc2)sc2nc(-c3cnccn3)cc(-c3cccs3)c12 ?
OVCAR-3: 96.0; NCI-H522: 88.5; OVCAR-8: 66.7; OVCAR-4: 63.5; SK-OV-3: 88.1; IGROV1: 83.9; NCI/ADR-RES: 78.2; OVCAR-5: 101.8

What do the screens show for `Cn1c(COC(=O)NCCN2CCOCC2)nc2c(N3CCOCC3)nc(Cl)nc21`?
OVCAR-3: 108.4; NCI-H522: 86.8; OVCAR-8: 101.0; OVCAR-4: 100.9; SK-OV-3: 97.2; IGROV1: 101.1; NCI-H23: 100.4; NCI/ADR-RES: 99.4; OVCAR-5: 95.7

Results for Cc1cc(Cl)c(N)c([N+](=O)[O-])c1 ?
OVCAR-3: 97.9; NCI-H522: 64.0; OVCAR-8: 116.4; OVCAR-4: 102.8; SK-OV-3: 98.2; IGROV1: 108.5; NCI-H23: 101.1; NCI/ADR-RES: 101.0; OVCAR-5: 89.0

Results for Cc1ccccc1N=C(N)N ?
OVCAR-3: 115.0; NCI-H522: 103.1; OVCAR-8: 107.0; OVCAR-4: 101.7; SK-OV-3: 108.7; IGROV1: 110.0; NCI-H23: 112.7; NCI/ADR-RES: 117.1; OVCAR-5: 93.7

Results for COc1cccc(-c2nn(-c3ccccc3)cc2-c2ccnc(NCCNS(=O)(=O)c3ccc(Cl)cc3)c2)c1 ?
OVCAR-3: 40.6; NCI-H522: 12.4; OVCAR-8: 31.1; OVCAR-4: 35.9; SK-OV-3: 44.9; IGROV1: 39.3; NCI-H23: 32.0; NCI/ADR-RES: 27.9; OVCAR-5: 56.2

What do the screens show for `Cn1c(=O)c(C#N)c(-c2ccccc2)n2c(=S)n(CN(CCO)CCO)nc12`?
OVCAR-3: 116.6; NCI-H522: 104.3; OVCAR-8: 54.7; OVCAR-4: 105.4; SK-OV-3: 113.9; IGROV1: 62.7; NCI-H23: 106.9; NCI/ADR-RES: 107.7; OVCAR-5: 109.7

How did CC(=O)c1sc(/N=C2\NC(=O)/C(=C/c3ccc(F)cc3)S2)nc1C do in these assays?
OVCAR-3: 102.7; NCI-H522: 76.3; OVCAR-8: 115.8; OVCAR-4: 90.1; SK-OV-3: 91.9; IGROV1: 99.5; NCI-H23: 88.4; NCI/ADR-RES: 96.6; OVCAR-5: 102.3

What do the screens show for `O=C(N/N=C/c1ccc(Cl)cc1)c1[nH]c2ccc(Cl)cc2c1-c1ccccc1`?
OVCAR-3: -13.4*; NCI-H522: -32.0*; OVCAR-8: 28.8; OVCAR-4: 41.4; SK-OV-3: -1.7*; IGROV1: 17.3; NCI-H23: 42.1; NCI/ADR-RES: 1.8*; OVCAR-5: 51.5

Results for COc1cccc(/C=C/C(=O)c2ccccc2)c1 ?
OVCAR-3: 99.1; NCI-H522: 87.8; OVCAR-8: 95.7; OVCAR-4: 94.8; SK-OV-3: 136.7; IGROV1: 95.3; NCI-H23: 101.8; NCI/ADR-RES: 102.0; OVCAR-5: 102.3

What do the screens show for `N#CSc1c[nH]c2ccc(/C=C/C(=O)/C=C(O)/C=C/c3ccc4[nH]cc(SC#N)c4c3)cc12`?
OVCAR-3: 18.3; NCI-H522: -63.9*; OVCAR-8: 9.7*; OVCAR-4: 18.6; SK-OV-3: 100.1; IGROV1: 3.7*; NCI-H23: 25.3; NCI/ADR-RES: 46.4; OVCAR-5: 67.4

How did Cc1cc2c(s1)CCCC1CC(=O)N(CN3CCN(c4ccccc4F)CC3)N=C21 (centres undefined) do in these assays?
OVCAR-3: 108.2; NCI-H522: 107.1; OVCAR-8: 103.3; OVCAR-4: 103.3; SK-OV-3: 99.7; IGROV1: 111.9; NCI-H23: 101.5; NCI/ADR-RES: 104.5; OVCAR-5: 101.9

What do the screens show for `CN1CCN(CCc2cc3c(cc2Cl)N(Cc2ccc(-c4ccccc4-c4nn[nH]n4)cc2)C(=O)C3)CC1`?
OVCAR-3: 115.2; NCI-H522: 101.8; SK-OV-3: 95.7; IGROV1: 112.3; NCI-H23: 93.2; NCI/ADR-RES: 117.4; OVCAR-5: 95.5

Compounds listed so far that have a nitro group on carbon, in the order listed:
What do the screens show for `O=C(NNC(=S)Nc1ccc([N+](=O)[O-])cc1)c1ccc(NC(=O)c2ccccn2)cc1`?
OVCAR-3: 95.6; NCI-H522: 89.4; OVCAR-8: 99.0; OVCAR-4: 90.7; SK-OV-3: 102.0; IGROV1: 89.0; NCI-H23: 96.2; NCI/ADR-RES: 106.4; OVCAR-5: 111.1

What do the screens show for `O=C(Nc1ccc(O)c([N+](=O)[O-])c1)Nc1ccc(O)c([N+](=O)[O-])c1`?
OVCAR-3: 75.3; NCI-H522: 79.0; OVCAR-8: 93.8; OVCAR-4: 83.7; SK-OV-3: 137.8; IGROV1: 87.7; NCI-H23: 71.3; NCI/ADR-RES: 89.0; OVCAR-5: 100.9

Results for Cc1cc(Cl)c(N)c([N+](=O)[O-])c1 ?
OVCAR-3: 97.9; NCI-H522: 64.0; OVCAR-8: 116.4; OVCAR-4: 102.8; SK-OV-3: 98.2; IGROV1: 108.5; NCI-H23: 101.1; NCI/ADR-RES: 101.0; OVCAR-5: 89.0

The listing picks up, starting 2 compounds before the break.
How did Cc1cc2c(s1)CCCC1CC(=O)N(CN3CCN(c4ccccc4F)CC3)N=C21 (centres undefined) do in these assays?
OVCAR-3: 108.2; NCI-H522: 107.1; OVCAR-8: 103.3; OVCAR-4: 103.3; SK-OV-3: 99.7; IGROV1: 111.9; NCI-H23: 101.5; NCI/ADR-RES: 104.5; OVCAR-5: 101.9

What do the screens show for `CN1CCN(CCc2cc3c(cc2Cl)N(Cc2ccc(-c4ccccc4-c4nn[nH]n4)cc2)C(=O)C3)CC1`?
OVCAR-3: 115.2; NCI-H522: 101.8; SK-OV-3: 95.7; IGROV1: 112.3; NCI-H23: 93.2; NCI/ADR-RES: 117.4; OVCAR-5: 95.5

Results for COc1ccc(C2C=C(C)N=C3SC=NN32)cc1 (centres undefined) ?
OVCAR-3: 118.9; NCI-H522: 96.0; OVCAR-8: 102.9; OVCAR-4: 99.7; SK-OV-3: 109.0; IGROV1: 115.6; NCI-H23: 110.2; NCI/ADR-RES: 107.0; OVCAR-5: 92.6

What do the screens show for `C=C(C)[C@@H]1CC=C2c3sc(-c4cccc(OCC)c4)nc3C[C@@H](C)[C@]2(C)C1`?
OVCAR-3: 99.6; NCI-H522: 93.8; OVCAR-8: 98.7; OVCAR-4: 102.6; SK-OV-3: 100.2; IGROV1: 98.2; NCI-H23: 95.5; NCI/ADR-RES: 107.8; OVCAR-5: 104.4

What do the screens show for `COc1cc2c(c(NC(C)=O)c1)N(C(C)=O)CCC2`?
OVCAR-3: 113.8; OVCAR-8: 96.8; OVCAR-4: 109.6; SK-OV-3: 112.5; IGROV1: 106.8; NCI-H23: 102.8; NCI/ADR-RES: 106.4; OVCAR-5: 105.4

Results for CC(C)[C@@H]1CC[C@@H](C)C[C@H]1OC(=O)c1ccccc1 ?
OVCAR-3: 107.9; NCI-H522: 97.2; OVCAR-8: 94.3; OVCAR-4: 102.6; SK-OV-3: 114.1; IGROV1: 86.8; NCI-H23: 109.6; NCI/ADR-RES: 98.0; OVCAR-5: 95.7

How did COC(=O)CCN1CCN(c2ccccc2C)CC1 do in these assays?
OVCAR-3: 121.2; NCI-H522: 91.8; OVCAR-8: 100.0; OVCAR-4: 106.0; SK-OV-3: 118.3; IGROV1: 94.1; NCI-H23: 97.3; NCI/ADR-RES: 97.6; OVCAR-5: 89.1

Results for O=C(N/N=C/c1ccc(Cl)cc1)c1ccc2cccc(O)c2n1 ?
OVCAR-3: 106.1; NCI-H522: 96.1; OVCAR-8: 98.2; OVCAR-4: 107.1; SK-OV-3: 100.6; IGROV1: 98.9; NCI-H23: 94.4; NCI/ADR-RES: 97.6; OVCAR-5: 109.0

How did CSC(=S)O[C@@H]1CC(C)(C)CC2C3=CCC4[C@@]5(C)CCC(O)C(C)(C)C5CC[C@@]4(C)[C@]3(C)CC[C@]21C(=O)O (some centres undefined) do in these assays?
OVCAR-3: 104.1; NCI-H522: 81.0; OVCAR-8: 94.3; OVCAR-4: 105.9; SK-OV-3: 111.1; IGROV1: 111.1; NCI-H23: 98.5; NCI/ADR-RES: 98.8; OVCAR-5: 107.5

Results for O=C(NO)c1ccc(NC(=O)c2nc(-c3ccccc3)n(-c3ccccc3)n2)cc1 ?
OVCAR-3: 88.3; NCI-H522: 59.7; OVCAR-8: 81.9; OVCAR-4: 94.9; SK-OV-3: 71.1; IGROV1: 89.4; NCI-H23: 91.7; NCI/ADR-RES: 85.5; OVCAR-5: 104.2

What do the screens show for `COc1ccc2nc(NNC(=O)c3cnccn3)c3cccn3c2c1`?
OVCAR-3: 1.5*; NCI-H522: -2.6*; OVCAR-8: 6.0*; OVCAR-4: -7.4*; SK-OV-3: -1.5*; IGROV1: -35.0*; NCI-H23: -24.3*; NCI/ADR-RES: -13.4*; OVCAR-5: 4.7*

Results for O=c1[nH]c2ccccc2c(-c2ccccc2)c1O ?
OVCAR-3: 100.6; NCI-H522: 90.5; OVCAR-8: 99.1; OVCAR-4: 100.9; SK-OV-3: 97.8; IGROV1: 75.2; NCI-H23: 89.6; NCI/ADR-RES: 101.1; OVCAR-5: 113.9

How did NS(=O)(=O)Oc1ccc(NC(=O)c2ccc3ccccc3c2)cc1 do in these assays?
OVCAR-3: 104.9; NCI-H522: 91.3; OVCAR-8: 103.3; OVCAR-4: 98.6; SK-OV-3: 107.7; IGROV1: 106.1; NCI-H23: 91.5; NCI/ADR-RES: 98.0; OVCAR-5: 100.9

Results for CC1(C)[C@H](O)CC[C@]2(C)[C@@H]1CC[C@@]13C[C@@H](CC[C@H]12)[C@H](C=O)C3 ?
OVCAR-3: 107.2; NCI-H522: 94.5; OVCAR-8: 101.3; OVCAR-4: 100.5; SK-OV-3: 117.4; IGROV1: 114.6; NCI-H23: 102.9; NCI/ADR-RES: 102.0; OVCAR-5: 111.0

Results for CC(C)(C)OC(=O)NC1CCN(Cc2ccc3c(Cl)cc(Cl)c(O)c3n2)CC1 ?
OVCAR-3: 28.5; NCI-H522: 48.2; OVCAR-8: 32.2; OVCAR-4: 47.9; SK-OV-3: 63.8; IGROV1: 37.6; NCI/ADR-RES: 16.2; OVCAR-5: 67.1

How did O=C1OC2(OC(=O)c3ccccc32)Oc2cc([N+](=O)[O-])ccc21 (centres undefined) do in these assays?
OVCAR-3: 108.3; NCI-H522: 99.6; OVCAR-8: 97.3; OVCAR-4: 104.5; SK-OV-3: 101.4; IGROV1: 103.9; NCI-H23: 96.7; NCI/ADR-RES: 101.6; OVCAR-5: 96.4

What do the screens show for `O=[N+]([O-])c1cc2c(cc1O)OCO2`?
OVCAR-3: 105.6; NCI-H522: 101.3; OVCAR-8: 95.1; OVCAR-4: 119.4; SK-OV-3: 104.4; IGROV1: 121.9; NCI-H23: 107.6; NCI/ADR-RES: 109.8; OVCAR-5: 112.4

Source: PubChem
